Screens: PubChem, Sanford-Burnham Center for Chemical Genomics
UPR CHOP act: apoptotic UPR (CHOP) activation. CHO-CHOP luciferase reporter, luminescence; percent of tunicamycin response over DMSO baseline. activation, % at 10 µM. hit rate 0.34% among 330,000. AID 449763;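 active = at 10 µM dose, activation of 40% or more, normalized to positive control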;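 also: 100% = tunicamycin at 10 µg/mL and 0% = DMSO alone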
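Dosing – one dose, 10 µM in 0.5% DMSO · System – CHO-CHOP cells, stable luciferase reporter of PERK-eIF2a-CHOP signalling · Input – 500 cells/well · Control set – tunicamycin 10 µg/mL final as positive, DMSO-only wells as negative · Timing – 6 h compound treatment, 37 °C · Measure – % activation vs tunicamycin · Technique – luminescence read with Steady-Glo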
Mdm2 MdmX PPI: disrupts the human Mdm2-MdmX interaction | O15151+Q00987 | SaOS-2 split-luciferase Mdm2/MdmX complementation, luminescence | inhibition, % at 8 µM | hit rate 3% among 330,000;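 active = inhibition of at least 50% at 8 µM in the primary screen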
CCR6 antagonist: antagonists of human CCR6 receptor | hit rate 0.49% among 340,000 | inhibition, % at 20 µM | P51684 | CHO-K1 CCR6 PathHunter beta-arrestin, luminescence, CCL20-stimulated | AID 493098;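 active = compounds whose inhibition of the agonist-driven luminescence signal at 20 µM reaches about 50%, limit read from the data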;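 also: cells stimulated with CCL20 at 14 nM final; plate controls were DMSO with CCL20 for no effect and DMSO without agonist for full effect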
Target sequence (P51684 whole entry, looked up): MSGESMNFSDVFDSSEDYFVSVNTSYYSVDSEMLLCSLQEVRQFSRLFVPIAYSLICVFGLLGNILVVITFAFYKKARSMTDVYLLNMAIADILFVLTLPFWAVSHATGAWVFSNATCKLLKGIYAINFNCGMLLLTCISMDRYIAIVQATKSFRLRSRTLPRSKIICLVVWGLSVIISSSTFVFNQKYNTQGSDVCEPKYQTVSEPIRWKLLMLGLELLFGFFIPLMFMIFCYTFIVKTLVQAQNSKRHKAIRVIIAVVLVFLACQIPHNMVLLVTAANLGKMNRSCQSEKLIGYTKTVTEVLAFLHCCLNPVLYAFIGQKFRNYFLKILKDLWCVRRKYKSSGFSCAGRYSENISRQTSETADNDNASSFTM
APJ agonist: activates the human apelin receptor APJ; P35414; CHO-K1 APJ PathHunter beta-arrestin, luminescence; 0% DMSO wells, 100% apelin; activation, % at 20 µM; hit rate 0.11% among 330,000; AID 2520;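 active = activation more than six SD over the plate average, tested at 20 µM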;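 also: 0% = DMSO alone and 100% = apelin-13 at 10 nM; some results filed as inactive read as strong as hits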
Target sequence (P35414 whole entry, looked up): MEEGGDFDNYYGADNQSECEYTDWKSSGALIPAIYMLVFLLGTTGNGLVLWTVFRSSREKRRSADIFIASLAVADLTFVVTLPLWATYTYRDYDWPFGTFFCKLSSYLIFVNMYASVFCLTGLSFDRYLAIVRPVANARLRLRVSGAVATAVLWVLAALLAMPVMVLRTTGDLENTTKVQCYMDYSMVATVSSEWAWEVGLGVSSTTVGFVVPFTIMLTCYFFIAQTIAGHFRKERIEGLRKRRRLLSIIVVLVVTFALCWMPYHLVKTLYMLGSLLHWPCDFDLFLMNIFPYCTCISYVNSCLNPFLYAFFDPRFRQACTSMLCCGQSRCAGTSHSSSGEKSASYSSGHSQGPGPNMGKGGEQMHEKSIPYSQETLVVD
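Test system – PathHunter CHO-K1 APJ (AGTRL-1) beta-arrestin reporter cells · Input – 1000 cells/well · Compound – single test compound dose, 20 µM final, 1% DMSO · Times – compound stimulation 90 min at 25 °C, detection 60 min · Technique – beta-gal luminescence · Read-out basis – APJ–arrestin association signal · Control set – negative DMSO alone, positive Apelin-13 at 10 nM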
APJ antag: blocks the human apelin receptor APJ | P35414 | CHO-K1 APJ beta-arrestin complementation, luminescence | inhibition, % at 20 µM | hit rate 0.32% among 330,000 | AID 2521;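 active = inhibition above about 40% at 20 µM, limit read from the data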;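 also: cells challenged with 10 nM apelin-13 agonist together with compound; plate controls were apelin-13 plus DMSO wells for no effect and DMSO wells lacking apelin-13 for full effect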
CXCR6 block: CXCR6 (human) receptor inhibition | CHO-K1 PathHunter CXCR6 beta-arrestin, luminescence | inhibition, % at 20 µM | hit rate 0.36% among 360,000; in the data active = inhibition above about 34%, passing the limit was not always enough;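 also: antagonist mode with CXCL16 agonist at 10 nM final; 0% = 10 nM CXCL16 with DMSO and 100% = unstimulated wells without agonist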
EBI2 block: blocks human EBI2 receptor beta-arrestin signaling. P32249. EBI2 beta-arrestin recruitment, luminescence, 7a,25-OHC stimulated. inhibition, % at 5 µM. hit rate 0.81% among 360,000; in the data active = inhibition above about 38%;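 also: enzyme fragment complementation signal reports receptor beta-arrestin coupling in cells; 0% = agonist plus DMSO wells and 100% = wells without agonist; some results beyond the cut were filed as inactive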
UPR XBP1 act: adaptive UPR (XBP1) activation. CHO-XBP1 luciferase reporter, IRE1-XBP1 UPR activation, luminescence; percent of tunicamycin response, DMSO as zero. activation, % at 20 µM. hit rate 0.33% among 330,000. AID 463104;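 active = versus positive control, 20 µM dose yields 30% or more activation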;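 also: 100% = tunicamycin at 10 µg/mL and 0% = DMSO only wells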
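Assay system: IRE1-XBP1 luciferase reporter CHO line. Input: 1000 cells/well. Buffer or medium: F12 with 10% serum. Doses: 20 µM, 1% DMSO. Times: overnight seeding at 37 °C, 6 h compound treatment at 37 °C. Technique: Steady-Glo luciferase glow luminescence, 10 min after reagent addition.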
tim23-1 inh: inhibits growth of tim23-1 mutant yeast; inhibition, % at 20 µM; S. cerevisiae tim23-1 growth, BacTiter-Glo luminescence, 24 h; AID 463212; hit rate 1.3% among 330,000;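 active = growth inhibition of the mutant yeast at or above 50%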;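 also: temperature-sensitive mutant grown at 25 °C; plate controls were DMSO-treated mutant yeast for no effect and medium wells lacking yeast for full effect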
Active calls of the source: *; nt = no result given; & = joins results of further samples. This is a subset; count on the stated rates, not on these rows.

compound,UPR CHOP act,Mdm2 MdmX PPI,CCR6 antagonist,APJ agonist,APJ antag,CXCR6 block,EBI2 block,UPR XBP1 act,tim23-1 inh
O=C(Cn1ncc2c3ccccc3n(Cc3ccccc3)c2c1=O)NCCN1CCOCC1,0.6,11,11,-1,14,-1,-1,-4,-9
OCCN1CCN(c2nc(-c3ccccc3)nc3c2oc2ccccc23)CC1,-0.3,54*,-13,0,-14,3,-10,-1,29
CCCS(=O)(=O)N1CCCC(C(=O)Oc2ccccc2Cl)C1 (stereo not given),-1.3,7,7,-1,6,-14,-13,-4,43
CC(=O)C[C@H](O)CC(=O)[C@H]1OC(=O)CCCCCCCc2ccccc21,-2.0,20,1,-3,-1,-2,1,-1,32
O=C(CN1C(=O)S/C(=C\c2ccccc2)C1=O)Nc1cc([N+](=O)[O-])ccc1O,1.7,0,30,0,7,16,5,0,20
O=C(N/N=C/c1ccc(OCC(=O)N2CCCC2)cc1)C(=O)NC1CC1,-0.7,0,-3,7,-42,0,-2,-2,-4
Cc1nn(CC(=O)Nc2cccc(Cl)c2)c(=O)c2cc(-c3ccccc3)nn12,-0.9,56*,4,2,-7,0,23,0,7
Cc1ccc(-n2c(SCC(=O)c3c(N)n(C)c(=O)n(C)c3=O)nc3sc4c(c3c2=O)CCCC4)c(C)c1,6.5,39,10,2,4,-5,-9,2,15
CCOC(=O)C1CCN(S(=O)(=O)CCNC(=O)c2ccccc2)CC1,-1.8,15,1,-4,-13,-1,-7,2,-6
COCCn1c(Sc2ccccc2)nc2c1c(=O)[nH]c(=O)n2C,3.3,13,-10,-2,13,6,-1,1,-2
Cc1cccc(OCCCn2c(CO)nc3ccccc32)c1,2.3,-31,9,0,-5,-1,-1,0,9
O=C(NCc1ccccc1)C(c1ccncc1)N(C(=O)c1csnn1)c1ccccc1F (stereo not given),-1.6,23,14,0,-16,-4,-10,-6,3
CCCc1cc(Nc2cccc(OC)c2)n2ncnc2n1,-1.3,7,-6,0,19,3,-11,-1,23
COc1cccc(NC(=O)CN2C(=O)NC3(CCCCCC3)C2=O)c1,0.3,34,10,-2,5,-7,-4,-1,4
O=C(Nc1cccc2c1C(=O)NC2=O)c1ccc(N2C(=O)CCC2=O)cc1,0.1,5,1,1,-14,-2,-18,-4,1
COc1ccc(S(=O)(=O)N2CCN(C(=O)c3cccc(Cl)c3)CC2)cc1,-2.0,0,6,-4,-5,-5,-2,-2,41
Cn1nnc(C(O)CN2CCOCC2)n1 (stereo not given),-1.9,19,5,0,6,2,-11,-1,16
CCN(c1ccc(C)cc1C)S(=O)(=O)c1nnc(NC(=O)c2ccco2)s1,-0.6,8,11,-3,-54,3,-2,-2,47
COCc1nnc(NC(=O)c2ccc(S(=O)(=O)N(C)c3ccccc3)cc2)o1,0.0,40,-8,-2,16,2,-4,0,-2
Nc1nc2n(n1)C(c1ccco1)CC(c1ccc(Cl)cc1Cl)N2 (stereo not given),-0.1,-8,15,2,-16,1,1,-1,26
O=C(O)c1ccc(Cl)c(S(=O)(=O)Nc2ccccc2C(=O)Nc2ccc(Cl)cc2)c1,2.3,12,8,-2,4,0,11,-2,9
Cc1ccc(S(=O)(=O)NCCC(=O)N2CC(C)OC(C)C2)cc1C (stereo not given),-1.6,13,11,2,-1,-4,-6,-3,-21
O=C(OC(C(=O)NC1CCCC1)c1ccncc1)C1=Cc2ccccc2OC1 (stereo not given),-2.9,13,8,-5,-9,2,-2,-2,5
Cc1ccc(N2C(=O)C3Sc4[nH]c(=O)sc4C(c4ccccc4)C3C2=O)cc1 (stereo not given),1.0,-2,1,0,24,0,6,2,25
COc1cc(N2CCCC2)c(OC)cc1/C=C(/C#N)c1ccc(F)cc1,1.3,17,5,-8,8,23,20,-14,3
COc1ccc(C(=O)N2CCC(C(=O)N3CCN(c4ccc(OC)cc4)CC3)CC2)cc1,2.1,-4,14,5,9,-7,37,0,0
Cc1nn(C)c(C)c1C(C)NC(=O)c1ccc(OC2CCN(Cc3ccccn3)CC2)cc1 (stereo not given),-1.8,-3,5,-4,2,-4,-9,-5,-14
O=C(CSc1nnc(NC(=O)c2ccccc2C(=O)O)s1)Nc1ccccc1Cl,-0.2,8,-8,-5,5,5,1,1,15
COc1ccccc1NC(=S)NCc1ccc2c(c1)OCO2,0.9,-3,-1,4,-4,-12,-12,-1,19
O=C1CCN(C(=O)/C=C/c2ccccc2)c2ccccc21,4.7,0,0,-2,19,-6,-8,3,10
CCCc1nc2c(=O)n(C)c(=O)[nH]c2n1CCC,-1.2,12,-9,1,10,-8,-8,0,14
O=[N+]([O-])c1cc(S(=O)(=O)NCCN2CCOCC2)ccc1Sc1nnnn1-c1ccccc1,13,66*,2,4,-80,14,-29,-6,18
O=C(NCc1cn(-c2ccccc2)nc1-c1ccccc1)c1cccc([N+](=O)[O-])c1,2.7,-7,2,0,-1,3,19,-1,23
CC(C)c1ccc(NC(=O)C(c2ccccc2)N2CCN(C(=O)c3ccco3)CC2)cc1 (stereo not given),4.0,31,3,4,22,6,2,1,30
Cc1cc2c(sc3c(C)ccc(C)c32)c(C)n1,-1.9,24,7,-5,12,-6,10,3,45
C/C(CCc1ccccc1)=N\NC(=O)CC(=O)NCCc1ccccc1,-0.8,6,-2,-3,3,6,-17,-2,11
COc1ccccc1NS(=O)(=O)c1c(C(=O)N2CCCC2)c(C)n(C)c1C,0.4,13,7,-4,26,4,-3,-3,4
NC(=O)c1cccn1Cc1ccccc1Cl,1.4,-17,-9,-3,-6,-11,-6,1,3
Cc1cc(/C=C(\C#N)C(=O)O)c(C)n1CC1CCCO1 (stereo not given),-2.0,21,16,-4,20,0,11,-5,-4
S=C(NCCc1ccccc1)NCCN1CCOCC1,2.7,3,-2,-4,4,-5,5,-4,7
O=C(CSc1ccc2nnc(-c3cccs3)n2n1)N1CCCC1,-0.7,31,14,-3,11,-13,4,-2,3
O=[N+]([O-])c1ccc(N2CCN(c3cccc(Cl)c3)CC2)cn1,1.8,-3,18,-5,9,-7,12,1,-5
CC1CCN(CCCCOc2ccc([N+](=O)[O-])cc2)CC1,1.1,-1,7,-5,10,-6,-9,1,-9
O=C(COc1ccc2ccccc2c1Br)NC(=S)Nc1cccc(CO)c1,4.6,22,-3,0,-1,0,20,3,2
CC(=O)n1cc([C@H]2C=C(C(=O)Nc3ccccc3)O[C@@H](OCCCCO)C2)c2ccccc21,3.5,11,8,3,-20,-11,5,1,11
O=C(NCCCNCc1ccccc1)c1ccccn1,-2.7,-4,14&6,-1,-2,2&-2,-9&10,-3,9
O=C(CCCn1c(=O)oc2ccccc21)N1CCN(c2ccccn2)CC1,5.7,-27,8,0,18,1,-7,-1,11
O=C(CSc1nc2ccccc2c(=O)[nH]1)N1CCN(c2ccccc2)CC1,-0.8,-20,-9,-2,9,5,0,-3,0
COc1ccccc1Nc1nc(N2CCOCC2)nc(N2CCOCC2)n1,4.7&-3.3,50&43,5&10,-5&-4,12&-27,2&-2,8&13,-1&-1,17&2
CCCNC(=O)c1ccccc1NC(=O)c1ccccc1N(C)S(=O)(=O)c1ccccc1,5.0,19,14,-1,16,-8,-7,-3,8
COc1ccc(Cl)cc1C(=O)Nc1nc2ccc(S(C)(=O)=O)cc2s1,1.2,-3,nt,-4,2,nt,nt,1,-5
CCc1cc2c(=O)c(-c3cnn(-c4ccccc4)c3)c(C)oc2cc1OCC(=O)Nc1cccc(C)c1,148*,2,12,0,8,2,6,75*,12
COc1cc(/C=C/c2onc(C)c2[N+](=O)[O-])cc(OC)c1OC,3.6,31,-1,-2,9,4,22,-3,25
CCCn1c(CN2CCN(c3cccc(Cl)c3)CC2)nc2c1c(=O)n(C)c(=O)n2C,-1.2,32,2,-2,0,4,-1,-3,26
Nc1nc(NCCOCCO)nc(Nc2cccc(F)c2)c1[N+](=O)[O-],1.2,11,-6,1,14,4,-4,9,6
CCN1CCN(CC(=O)Nc2nc3ccc(C)cc3s2)CC1,-0.9,2,-9,1,4,-3,-2,0,-6
COCCCNC(=O)CSc1nc2sc(C(=O)OC)c(C)c2c(=O)n1N,-0.4,13,-14,-1,5,-5,-2,-1,-6
O=C(NC1CCCCC1)c1n[nH]c2c1CC(c1ccccc1)CC2 (stereo not given),6.2,-59,11,8,-56,-5,9,7,23
c1coc(CNc2nc3nonc3nc2NCc2ccco2)c1,0.4,5,5,-3,-4,-1,-13,0,-29
O=C(c1ccco1)N1CCN(Cc2cn[nH]c2-c2cccc3ccccc23)CC1,0.1,-3,-5,-7,-13,-1,-8,-5,1

The listing continues.
compound,UPR CHOP act,Mdm2 MdmX PPI,CCR6 antagonist,APJ agonist,APJ antag,CXCR6 block,EBI2 block,UPR XBP1 act,tim23-1 inh
O=C(Cn1ccccc1=O)c1ccc(Cl)cc1,-0.7,17,12,-2,-33,-7,-7,-5,3
COc1ccccc1/C=C/C(=O)OCC(=O)NC1CC1,1.0,17,0,-5,4,-5,-4,-4,-6
CCOC(=O)c1c(C)nc(SCC(N)=O)c(C#N)c1-c1ccccc1,0.6,10,7,2,15,2,-2,0,22
COc1cc2cc(Oc3ccc4ccc(=O)oc4c3)c(=O)oc2cc1OC(C)=O,0.9,-16,8,-3,-60,1,-2,2,14
O=C(CN(C(=O)C1COc2ccccc2O1)c1ccccc1)NCC1CCCO1 (stereo not given),1.4,15,3,-8,6,6,4,-3,19
COc1ccc(C(=O)NC(Cc2c[nH]c3ccccc23)C(=O)O)cc1 (stereo not given),1.5,-18,9,-2,12,-4,7,-1,-4
CCN(C(=O)CSc1nc(-c2ccccc2)cn1N)c1c(N)n(Cc2ccccc2)c(=O)[nH]c1=O,-0.7,7,-1,-4,-24,2,-1,0,8
Cn1nc(-c2ccc(Cl)cc2)cc1NC(=O)CC(C)(C)CC(=O)O,0.1,8,-1,1,-12,1,0,-1,-9
CC(C)Sc1nc2ccsc2c(=O)[nH]1,-1.5,-13,-2,-2,-1,1,-8,-2,6
O=C(CSc1ccccc1)N/N=C/c1ccccc1O,0.7,42,-4,1,-1,-1,-3,2,52*
COc1ccc(C(=O)OCc2nnc(-c3ccccc3)o2)cc1S(=O)(=O)N1CCOCC1,0.9,8,10,-5,1,5,-8,-1,3
